# Giardia killer – Giardia lamblia killing | Giardia lamblia trophozoite viability | AID 540267 | activity change, % at 7.66 µM, hits read low | actives 0.15% (n = 340,000); in the data active means activity change below about -80%; inconclusive means between about -30% and that limit;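 further: parasites exposed to compound for two days anaerobically before the ATP read; on the % scale 0 is the no-effect control and ±100 the full control effect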
#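 Compounds were tested on trophozoites seeded at 100 cells/well and held 48 hrs at 37 deg C anaerobically. An ATP-based luminescent kit measured the remaining live cells.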
# uPA generation – cell surface uPA generation inhibition. Potency, µM (doses to about 38.3 µM), inactives show top-dose activity change, negative = inhibition, hits mostly inhibitors. cell surface uPA generation assay, qHTS. actives 0.31% (n = 330,000); active means well fitted inhibition curve with a large enough effect; inconclusive means small, poorly fitted or top-dose-only effect; inactive means no such curve, though single readings can be large or run the other way; tested in mouse RAW 264.7 cells; further: potency means the concentration at half of the fitted maximal effect; on the % scale 0 is the no-effect control and ±100 the full control effect; nearly all actives have a fitted effect of over 55% in size
# NPC1 prom act – NPC1 promoter activation; actives 2.4% (n = 320,000); Potency, µM (top dose mostly 9.22 µM), for the others: top-dose activation, usual class: activators; Huh7 NPC1 promoter luciferase reporter, 24 h; AID 485313;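 further: potency means the concentration at half of the fitted maximal effect; % of control where 0% means no effect; nearly all actives have a fitted effect of over 60% in size; reporter is driven by a mutant NPC1 promoter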
#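 Luminescence from an NPC1 promoter-driven luciferase reporter in stably transfected Huh7 cells was measured after 24 h compound treatment at 37 °C, followed by 10 min ambient incubation with luciferase detection reagent.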
# Rab9 promoter act – Rab9 promoter activation | actives 2.8% (n = 320,000) | Potency, µM (doses to about 9.22 µM), inactives show at the top dose activation, negative = inhibition, hits mostly activators | AID 485297 | Huh7 Rab9 promoter-luciferase reporter, luminescence, 24 h; further: potency means the concentration at half of the fitted maximal effect; % of control where 0% means no effect; nearly all actives have a fitted effect of over 60% in size
#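 Huh7 reporter line, Rab9 promoter upstream of luciferase. Compound exposure 24 h at 37 °C in reduced-serum medium with 10% FBS. Read-out: luminescence.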
# ELG1 genotox – genotoxicity induction in ELG1-luciferase HEK293T cells. HEK293T ELG1-luciferase reporter, luminescence, 16 h. Potency, µM (doses to about 46 µM), inactives show at the top dose activity change, positive = activation, most hits filed as activators. actives 1.3% (n = 330,000). AID 504466; further: potency means the concentration at half of the fitted maximal effect; % of control where 0% means no effect; nearly all actives have a fitted effect of over 60% in size
#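 Genotoxicity was scored as increased ELG1-luciferase reporter signal, measured by ONE-Glo luminescence (30 min, room temperature). Compound or vehicle exposure of the HEK293T reporter cells lasted 16 hr at 37°C.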
# VP16 counter – Gal4-VP16 reporter inhibition counter-screen. Drosophila S2 Gal4-VP16 UAS-luciferase, luminescence, 20 h. Potency, µM (series often up to 53.6 µM), for the others: at the top dose activity, negative = inhibition, usual class: inhibitors. actives 3.5% (n = 310,000). AID 2546;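 further: Gal4-VP16 expression switched on by copper sulfate through the metallothionein promoter; potency means the concentration at half of the fitted maximal effect; on the % scale 0 is the no-effect control and ±100 the full control effect; nearly all actives have a fitted effect of over 50% in size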
# Tb PFK block – T. brucei PFK enzyme inhibition; O15648; T. brucei PFK, ADP-Glo luminescence; Potency, µM (highest dose often 57.5 µM), without a hit: at the highest dose activity, negative = inhibition, hits mostly inhibitors; actives 0.17% (n = 330,000); AID 485367;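 further: potency means the concentration at half of the fitted maximal effect; 0% = uninhibited 1x PFK enzyme wells and -100% = no-enzyme wells; nearly all actives have a fitted effect of over 60% in size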
#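 ADP-Glo luminescence quantified ADP after 45 min at room temperature, with 1.25 nM T. brucei PFK, 0.1 mM ATP and 0.5 mM fructose-6-phosphate in pH 8.0 TEA buffer. qHTS titrations up to 57 µM; curves classified by quality.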
# RORg inh – inhibitors of mouse ROR gamma transcriptional activity | P51450 | Drosophila S2 Gal4-RORgamma UAS-luciferase reporter, 20 h | Potency, µM (titrated, usually from 53.6 µM), for the others: at the highest dose activity change, negative = inhibition, usual class: inhibitors | actives 5.4% (n = 310,000); further: potency means the concentration at half of the fitted maximal effect; on the % scale 0 is the no-effect control and ±100 the full control effect; nearly all actives have a fitted effect of over 60% in size
# Target sequence (P51450 whole entry, looked up, the tested form may be a part): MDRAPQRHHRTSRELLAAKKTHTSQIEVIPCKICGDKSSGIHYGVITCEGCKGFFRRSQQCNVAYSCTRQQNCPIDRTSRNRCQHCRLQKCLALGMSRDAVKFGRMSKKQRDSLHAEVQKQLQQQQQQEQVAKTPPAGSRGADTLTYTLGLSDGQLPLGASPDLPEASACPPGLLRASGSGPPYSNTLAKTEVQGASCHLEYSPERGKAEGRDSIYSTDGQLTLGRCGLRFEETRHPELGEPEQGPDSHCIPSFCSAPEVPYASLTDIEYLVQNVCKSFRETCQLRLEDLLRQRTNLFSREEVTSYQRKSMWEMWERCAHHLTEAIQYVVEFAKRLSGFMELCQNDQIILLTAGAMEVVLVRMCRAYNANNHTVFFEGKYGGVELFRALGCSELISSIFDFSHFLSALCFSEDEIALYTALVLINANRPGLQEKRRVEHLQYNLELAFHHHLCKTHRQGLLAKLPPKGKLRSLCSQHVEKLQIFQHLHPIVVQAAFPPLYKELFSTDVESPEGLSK
#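 Using a luciferase readout, inhibitors were identified by reduced reporter activity in Drosophila cells coexpressing a copper-inducible Gal4–ROR gamma fusion and UAS-driven Photinus luciferase, incubated 20 hr after 700 uM copper sulfate.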
# FLuc modulator – counter-screen for miR-21 project: firefly luciferase inhibitors or activators; purified FLuc, Km substrates, luminescence inhibition; P08659; actives 6.9% (n = 360,000); AID 588342; Potency, µM (top dose mostly 57.5 µM), inactives show at the top dose activity change, negative = inhibition, hits mostly inhibitors;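 further: potency means the concentration at half of the fitted maximal effect; plate controls were vehicle for no effect and reference inhibitor for full effect; nearly all actives have a fitted effect of over 55% in size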
# Target sequence (P08659 whole entry, looked up): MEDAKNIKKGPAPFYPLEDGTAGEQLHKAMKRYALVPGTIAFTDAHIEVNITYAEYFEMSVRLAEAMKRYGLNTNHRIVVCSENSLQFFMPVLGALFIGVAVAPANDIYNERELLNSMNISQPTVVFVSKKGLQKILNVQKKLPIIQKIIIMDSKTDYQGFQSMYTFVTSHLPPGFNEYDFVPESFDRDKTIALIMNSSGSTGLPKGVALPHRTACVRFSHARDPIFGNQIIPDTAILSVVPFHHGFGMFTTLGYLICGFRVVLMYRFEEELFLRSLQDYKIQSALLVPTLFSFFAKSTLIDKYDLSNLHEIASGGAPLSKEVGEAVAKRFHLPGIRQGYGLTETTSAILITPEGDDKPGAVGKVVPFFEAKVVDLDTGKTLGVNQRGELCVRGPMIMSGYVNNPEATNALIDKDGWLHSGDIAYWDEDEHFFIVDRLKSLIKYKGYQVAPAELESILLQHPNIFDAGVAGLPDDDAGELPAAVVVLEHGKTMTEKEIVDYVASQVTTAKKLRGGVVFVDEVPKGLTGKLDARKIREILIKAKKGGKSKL
#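 Biochemical qHTS of compounds, final roughly 60 µM downward over six points, against 10 nM purified firefly luciferase using Km concentrations of substrates (10 uM D-luciferin, 10 uM ATP) in Tris acetate pH 7.5 buffer; luminescence output.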
# Coupling enz – inhibits coupling enzyme system, counter-screen for aldolase hits; coupling enzyme system counterscreen, AmpLite Red fluorescence; activity change, negative = inhibition, % at 58.2 µM, hits read low; actives 0.67% (n = 290,000); AID 2472; in the data active means activity change below about -30%; further: on the % scale 0 is the no-effect control and ±100 the full control effect
#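 Fluorescence at 525 nm excitation and 598 nm emission measured inhibition of the coupled detection system without aldolase. Compounds (at 57.5 uM final) were preincubated 10 min at room temperature with coupling enzyme reagent before a 20 min substrate/AmpLite Red step.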
# KCNH2 3.1 block – KCNH2 3.1 (human) potassium channel inhibition. U2OS KCNH2 3.1, thallium flux FluxOr; hits give low values. activity change, % (tested at about 1.8 µM). actives 0.95% (n = 340,000). AID 720553;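 active means maximum activity change below -70%; inconclusive means maximum activity change from -70% to -50%; inactive means maximum activity change above -50%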;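 further: thallium influx rate constant from kinetic fluorescence after stimulation buffer; on the % scale 0 is the no-effect control and ±100 the full control effect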
#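 Steps: virus added to U2OS suspension (4 h, RT, dark); medium with 10% FBS added, cells plated, 37 C overnight; FluxOr/Red40 loading buffer 45 min RT; stimulation buffer, 2 min kinetic read; rate constant normalized.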
# * hit, by the source's call; ? = inconclusive; . = not tested or not shown; [ ] = another dose, or the depositor's remark. Unless noted, the call rests on the fitted dose curve; in most records, active means well fitted curve in the direction sought with a large enough effect; inconclusive means small, poorly fitted or top-dose-only effect, or another doubt; inactive means no such curve, though single readings can be large; an effect the other way counts as inactive or inconclusive. Rows were taken by chance; 14% or so of the library scored in one or more.
SMILES,Giardia killer,uPA generation,NPC1 prom act,Rab9 promoter act,ELG1 genotox,VP16 counter,Tb PFK block,RORg inh,FLuc modulator,Coupling enz,KCNH2 3.1 block
Cc1[nH]c(=O)[nH]c(=O)c1CSc1nnc([C@H](CC(C)C)NC(=O)OC(C)(C)C)o1,2,5%,0%,-7%,0%,-1%,-4%,1%,2%,2,-17
CCN1C(=O)c2cccc3c(S(=O)(=O)N4CCNCC4)ccc1c23,8,12%,.,.,?,.,4%,.,.,.,-6
COc1cc(/C=N/NC(=O)c2cccnc2)ccc1OC(=O)c1ccco1,-12,4%,-5%,1%,0%,-1%,-1%,2%,-20%,-1,0
O=C(Cc1ccccc1)NC(c1ccco1)c1c(O)ccc2ccccc12 (stereo unspecified),13,2%,1%,-2%,3%,9%,3%,29%,?,-13,2
Cc1cc(Cl)c2oc(C(=O)NC(C)c3ccncn3)c(C)c2c1 (stereo unspecified),-10,-4%,3%,3%,4%,2%,2%,-22%,2%,2,17
Cc1ccc(OCC(=O)Nc2ccccc2C(=O)NC2CC2)cc1C,-8,7%,-1%,0%,-7%,-12%,-1%,13%,5%,.,3
CC(C)c1ccc(/C=C(\NC(=O)c2ccccc2)C(=O)NCCCn2ccnc2)cc1,7,11%,0%,-3%,-2%,-7%,-2%,20%,0%,.,-102*
Cc1cc(C)n2nc(SCc3nnc(-c4ccccc4Br)o3)nc2n1,-12,-2%,-6%,-16%,1%,-10%,-1%,22%,-1%,2,-12
Cc1ccc(-c2csc(NC(=O)CSc3nc4ccccc4o3)n2)cc1,23,-2%,26%,25%,?,-12%,-2%,-8%,.,-1,7
O=C(CN(CC1CCCO1)S(=O)(=O)c1ccc(S(=O)(=O)NCC2CCCO2)cc1)Nc1ccccc1 (stereo unspecified),9,.,.,.,.,3%,.,10%,8%,4,-3
COc1ccc(N2C(=O)CCC(C(=O)N3CCOCC3)C2c2ccc(F)cc2)cc1 (stereo unspecified),-7,2%,-3%,10%,-5%,17%,-8%,?,2%,-1,5
CS(=O)(=O)c1ccc2nc(NC(=O)c3ccc(Cl)cc3)sc2c1,-5,-3%,3%,24%,0%,7%,0%,?,?,-2,10
CC(C)(C)c1ccc(C(=O)NC(=O)COC(=O)CCS(=O)(=O)c2ccccc2)cc1,-7,2%,4%,-1%,8%,.,0%,.,-14%,.,-2
COc1ccc(Cn2c(=O)c3[nH]cnc3n(-c3ccccc3C)c2=O)cc1,1,-11%,-31%[inhibitor],-23%,9%,1%,-2%,5%,1%,0,-6
COc1ccc(C)cc1NC(=O)CSc1nnc(COc2ccc(Cl)cc2)n1Cc1ccco1,0,-7%,1%,-9%,-12%,?,2%,?,-1%,3,-22
COc1cccc(C(=O)NCCn2ccc3ccccc32)c1,20,-16%,2.8µM*,4µM*,?,18%,2%,-27%,19µM*,2,18
O=C(NC1CCCC1)C(c1ccncc1)N(C(=O)c1ccco1)c1ccc(F)c(Cl)c1 (stereo unspecified),-4,3%,-2%,4%,8%,1%,0%,0%,2%,3,-2
CC1CCN(C2CCN(S(=O)(=O)c3ccc(C(F)(F)F)cc3)CC2)CC1,-5,-4%,2%,-2%,-3%,-1%,-11%,24%,-3%,-3,-12
CC(=O)Cc1nsc(NC(=O)c2ccc(COc3ccccc3C)o2)n1,1,-1%,-7%,-5%,4%,-15%,1%,11%,?,14,0
COc1ccc(C(=O)CSc2nnc(-c3cnccn3)n2Cc2ccco2)cc1,-8,-4%,2%,-27%,-4%,3%,0%,35%,-5%,-1,-7
CC1(C)CC2=C(CO1)C(=S)NC(c1ccccc1)N2CC1CCCO1 (stereo unspecified),-16,-1%,-5%,-2%,-1%,?,2%,16µM*,-1%,-4,-5
NS(=O)(=O)c1ccc(CCNCC(=O)N2CCC(Cc3ccccc3)CC2)cc1,-3,-8%,9%,-4%,5%,5%,-5%,7%,-1%,1,13
Cc1nc(N2CCCCC2)sc1C=O,.,.,0%,-4%,0%,-7%,-4%,37%,4%,3,.
COC(=O)c1cccnc1SCc1ccccc1,20,0%,-11%,10%,3%,18%,1%,15%,-2%,-2,-15
CCOc1ccc(NC(=O)c2cc(C)nc3ccccc23)cc1,-8,-20%,-3%,-2%,2%,-8%,-6%,18%,-13%,-1,-22
COC(=O)c1ccc(NC(=O)CN(c2ccc3c(c2)OCO3)S(C)(=O)=O)cc1,-14,0%,-3%,0%,0%,7%,0%,?,-2%,2,-23
O=C(Nc1ccc(F)cc1)c1cc(S(=O)(=O)Nc2ccc(F)cc2)cs1,-11,-1%,2%,0%,-10%,-20%,-1%,?,5%,1,6
Cc1onc(-c2c(F)cccc2Cl)c1C(N)=S,-9,-5%,2%,4%,0%,7%,-2%,-37%,0%,-4,9
COc1ccccc1/C=C/C(=O)OCC(=O)N1CCc2ccccc21,6,17%,1%,-1%,-4%,.,-1%,.,?,.,0
Cc1cc(-n2nc(C)cc2C)n2ncc(-c3ccccc3)c2n1,0,4%,17%,16%,2%,4%,1%,-23%,-12%,0,1
COc1ccc(NCC(=O)N/N=C/C=C/c2ccccc2[N+](=O)[O-])cc1,-9,-3%,-3%,-2%,-5%,-8%,0%,-34%,-17%,1,-4
Nc1nc(SCC(=O)Nc2ccccc2)[nH]c(=O)c1NC(=O)c1cccs1,-26,-12%,-4%,-1%,-1%,7%,-1%,-1%,1%,3,3
O=C(NCCN1C(=O)S/C(=C\c2cccc(Cl)c2Cl)C1=O)C1=COCCO1,-18,-9%,-29%,-7%,?,-11%,-1%,2%,-14%,-5,.
Cc1cccc(NC(NC(=O)c2ccccn2)C(Cl)(Cl)Cl)c1 (stereo unspecified),7,-1%,-2%,-2%,0%,-3%,0%,?,11%,4,-6
O=C1C=C(c2ccc(-c3ccccc3)cc2)C[C@@H](c2ccc(F)cc2)C1,10,15%,0%,-3%,0%,.,0%,.,-2%,.,-18
C[C@@H]1CN([C@@H](C)CO)C(=O)c2cc(NC(=O)C3CC3)ccc2O[C@@H]1CN(C)C(=O)NC1CCCCC1,?,-9%,.,.,-2%,.,2%,.,.,.,-100*
CCc1ccc(CN(C)C(=O)c2cc(S(=O)(=O)N3CCOCC3)ccc2N2CCCC2)cc1,-3,2%,0%,1%,-30%,.,-1%,.,0%,.,14
CCn1cc(Cl)c(C(=O)N2N=C3/C(=C/c4cccs4)CCCC3C2c2cccs2)n1 (stereo unspecified),-7,-9%,2%,10%,-6%,-16%,1%,?,-4%,1,-15
CC1CCCC(NC(=O)CSc2nnnn2C)C1C (stereo unspecified),10,4%,1%,5%,-2%,5%,5%,?,10%,5,1
COc1ccc(CNC(=O)NCCc2c[nH]c3ccccc23)cc1,2,10%,1%,4%,-2%,-3%,-2%,22%,-6%,-2,-4
O=S(=O)(c1ccc(Cl)cc1)N1CCN(c2ncccn2)CC1,22,.,-5%,8%,3%,-5%,-7%,14%,2%,4,-14

# 3 consecutive records already listed:
SMILES,Giardia killer,uPA generation,NPC1 prom act,Rab9 promoter act,ELG1 genotox,VP16 counter,Tb PFK block,RORg inh,FLuc modulator,Coupling enz,KCNH2 3.1 block
CCOc1ccc(NC(=O)c2cc(C)nc3ccccc23)cc1,-8,-20%,-3%,-2%,2%,-8%,-6%,18%,-13%,-1,-22
COC(=O)c1ccc(NC(=O)CN(c2ccc3c(c2)OCO3)S(C)(=O)=O)cc1,-14,0%,-3%,0%,0%,7%,0%,?,-2%,2,-23
O=C(Nc1ccc(F)cc1)c1cc(S(=O)(=O)Nc2ccc(F)cc2)cs1,-11,-1%,2%,0%,-10%,-20%,-1%,?,5%,1,6

# Full records from above. Order of values: Giardia killer, uPA generation, NPC1 prom act, Rab9 promoter act, ELG1 genotox, VP16 counter, Tb PFK block, RORg inh, FLuc modulator, Coupling enz, KCNH2 3.1 block
# COc1ccc(NCC(=O)N/N=C/C=C/c2ccccc2[N+](=O)[O-])cc1 is entered as -9, -3%, -3%, -2%, -5%, -8%, 0%, -34%, -17%, 1, -4
# O=C1C=C(c2ccc(-c3ccccc3)cc2)C[C@@H](c2ccc(F)cc2)C1 is entered as 10, 15%, 0%, -3%, 0%, ., 0%, ., -2%, ., -18
# Nc1nc(SCC(=O)Nc2ccccc2)[nH]c(=O)c1NC(=O)c1cccs1 is entered as -26, -12%, -4%, -1%, -1%, 7%, -1%, -1%, 1%, 3, 3
